BoNT-F LC inh: BoNT F light chain protease inhibition; Multiplex microsphere protease cleavage assay, flow cytometry; 0.22% of 360,000 active; AID 588497; inhibition, % at 10 µM; in the data active means inhibition above about 35%, passing the limit was not always enough; inconclusive means no clear call, values can overlap the other calls; further: plate controls were buffer without enzyme for full effect and enzyme alone for no effect
GDH-TPI counter: counter-screen for M. tuberculosis FBA inhibitors: GDH-TPI coupled enzymes; GDH-TPI coupled enzyme counterscreen, NADH absorbance; inhibition, % at 4.8 µM; 1.2% of 360,000 active; in the data active means inhibition above about 30%;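 further: 0% = DMSO wells and 100% = wells lacking the enzyme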
Mtb BioA inh: blocks M. tuberculosis BioA enzyme activity; purified M. tuberculosis BioA enzyme, plate reader; inhibition, % at 9.99 µM; 0.096% of 360,000 active; AID 602481; in the data active means inhibition above about 40%; inconclusive means no clear call, values can overlap the other calls
FBA Mtb inh: Mtb fructose-bisphosphate aldolase inhibition; 2.3% of 360,000 active; inhibition, % at 1 µM; AID 588726; purified M. tuberculosis FBA, fluorescence read-out; in the data active means inhibition above about 27%;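 further: 0% = vehicle and 100% = reference inhibitor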
Target sequence (P9WQA3 whole entry, looked up): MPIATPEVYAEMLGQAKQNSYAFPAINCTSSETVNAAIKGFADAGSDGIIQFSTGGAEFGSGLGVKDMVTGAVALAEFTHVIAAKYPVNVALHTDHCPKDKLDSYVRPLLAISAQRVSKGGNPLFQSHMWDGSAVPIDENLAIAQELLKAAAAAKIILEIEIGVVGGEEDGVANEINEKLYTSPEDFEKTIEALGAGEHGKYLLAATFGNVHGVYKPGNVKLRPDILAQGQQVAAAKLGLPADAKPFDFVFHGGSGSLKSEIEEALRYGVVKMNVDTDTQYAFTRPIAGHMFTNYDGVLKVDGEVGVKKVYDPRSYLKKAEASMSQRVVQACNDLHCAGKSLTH
FadD28 binding: inhibitors of Mycobacterium tuberculosis FadD28 bisubstrate binding. FadD28 bisubstrate probe binding, fluorescence polarization. inhibition, % at 12.5 µM. 0.22% of 360,000 active. AID 588549; in the data active means inhibition above about 8.5%, passing the limit was not always enough; inconclusive means no clear call, values can overlap the other calls
BoNT-A LC inh2: inhibitors of Botulinum neurotoxin A light chain protease. multiplex microsphere protease substrate cleavage, flow cytometry. inhibition, % at 10 µM. 0.17% of 360,000 active. AID 588499; further: plate controls were buffer without enzyme for full effect and enzyme alone for no effect
UGM FP inh: blocks M. tuberculosis UGM enzyme | P9WIQ1 | purified UGM, fluorescence polarization probe displacement | inhibition, % at 10 µM | 0.06% of 320,000 active | AID 504406; in the data active means inhibition above about 10%, passing the limit was not always enough; inconclusive means no clear call, values can overlap the other calls
Target sequence (P9WIQ1 whole entry, looked up): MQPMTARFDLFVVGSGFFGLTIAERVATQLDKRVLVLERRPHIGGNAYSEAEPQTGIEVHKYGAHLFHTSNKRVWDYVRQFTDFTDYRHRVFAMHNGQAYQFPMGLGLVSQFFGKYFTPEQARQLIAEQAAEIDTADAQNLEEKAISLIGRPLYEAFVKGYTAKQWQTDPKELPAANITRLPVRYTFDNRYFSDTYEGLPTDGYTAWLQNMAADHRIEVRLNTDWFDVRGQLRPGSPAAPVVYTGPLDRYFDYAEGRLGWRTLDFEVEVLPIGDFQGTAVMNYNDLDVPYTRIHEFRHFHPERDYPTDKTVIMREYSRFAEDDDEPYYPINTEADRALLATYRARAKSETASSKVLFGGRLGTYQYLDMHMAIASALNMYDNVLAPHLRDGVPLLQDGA
Anthrax LF prot: blocks Bacillus anthracis lethal factor protease; P15917; multiplex microsphere protease cleavage assay, LF; inhibition, % at 10 µM; 0.12% of 360,000 active; further: plate controls were buffer without enzyme for full effect and enzyme alone for no effect
PfHsp40 yeast: compounds rescuing yeast from Plasmodium falciparum HSP40 toxicity; 0.68% of 340,000 active; growth rescue, % at 12.5 µM; AID 504582; S. cerevisiae expressing PfHsp40, growth rescue, ATP luminescence; in the data active means growth rescue above about 28%, passing the limit was not always enough; inconclusive means no clear call, values can overlap the other calls;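 further: yeast W303a lacking pdr1 and pdr3 grown in galactose medium; growth measured after three days at 30 °C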
Starred values were filed as active, the others as inactive. Unless noted, no stated cut-off is given here; in the data, active means inhibition above about 30%; inconclusive means no clear call, values can overlap the other calls; inactive means below that. Compounds as they come; about 4.7% have a hit in one of these screens.

Screening C=CCN(CC=C)CCOc1ccccc1[N+](=O)[O-] returned BoNT-F LC inh 0, GDH-TPI counter -2, FBA Mtb inh -5, FadD28 binding 0.3, BoNT-A LC inh2 0.7, UGM FP inh -1.0, Anthrax LF prot 0 and PfHsp40 yeast -1.1.
Screening CC(C)(C)OC(=O)N1CCC[C@H]1C(=O)NCC1CCC(C(=O)O)CC1 (some centres not stated) returned BoNT-F LC inh -4, GDH-TPI counter -4, FBA Mtb inh 0, FadD28 binding -5.0, BoNT-A LC inh2 -1.9, UGM FP inh -0.5, Anthrax LF prot -13 and PfHsp40 yeast 0.8.
Screening Cc1sc2ncn(CC(=O)NCCCN3CC(C)CC(C)C3)c(=O)c2c1S(=O)(=O)N1CC(C)CC(C)C1 (configuration not stated) returned BoNT-F LC inh 2, GDH-TPI counter 3, Mtb BioA inh -1.2, FBA Mtb inh 1, BoNT-A LC inh2 2.2, UGM FP inh 1.2, Anthrax LF prot -5 and PfHsp40 yeast 0.8.
`CCN(CC)CCNC(=S)Nc1ccc2nc(N3CCCC3)cc(C)c2c1` gave BoNT-F LC inh 4, GDH-TPI counter 7, FBA Mtb inh 8, FadD28 binding -0.4, BoNT-A LC inh2 1.4, UGM FP inh 2.4, Anthrax LF prot 2 and PfHsp40 yeast -0.2.
Screening CC(C)OC(=O)c1nn2c(C(F)(F)F)cc(-c3ccc(Br)o3)nc2c1Br returned BoNT-F LC inh 10, GDH-TPI counter 0, FBA Mtb inh -2, FadD28 binding 0.3, BoNT-A LC inh2 8.6, UGM FP inh -0.6, Anthrax LF prot 1 and PfHsp40 yeast 0.0.
Screening CCCCCSc1nnc(C)c(=O)[nH]1 returned BoNT-F LC inh 3, GDH-TPI counter -4, FBA Mtb inh -6, FadD28 binding -4.4, BoNT-A LC inh2 -0.1, UGM FP inh -0.3, Anthrax LF prot -2 and PfHsp40 yeast 1.6.
Cc1ccc(/C=N/NC(=O)c2cccs2)cc1[N+](=O)[O-] was read as BoNT-F LC inh 20, GDH-TPI counter 12, Mtb BioA inh -1.3, FBA Mtb inh 3, FadD28 binding -1.4, BoNT-A LC inh2 1.1, UGM FP inh 2.3, Anthrax LF prot 9 and PfHsp40 yeast -0.8.
`COc1ccc(OCC(=O)N(Cc2cccs2)C2CCS(=O)(=O)C2)cc1` (configuration not stated) gave GDH-TPI counter 1, Mtb BioA inh 1.3, FBA Mtb inh -1, FadD28 binding -0.2, UGM FP inh -1.5 and PfHsp40 yeast -2.0.
For COc1ccccc1-c1nnc(SCC(=O)N2CCOCC2)o1 the results were BoNT-F LC inh 0, GDH-TPI counter 2, Mtb BioA inh -0.9, FBA Mtb inh 0, FadD28 binding 0.2, BoNT-A LC inh2 -0.2, UGM FP inh 1.3, Anthrax LF prot -1 and PfHsp40 yeast 0.6.
For CN1C(=O)C(O)(CC(=O)c2ccccn2)c2cc(Br)ccc21 (configuration not stated) the results were BoNT-F LC inh 3, GDH-TPI counter 0, Mtb BioA inh 1.4, FBA Mtb inh 0, FadD28 binding -2.9, BoNT-A LC inh2 -0.5, UGM FP inh 2.9, Anthrax LF prot -3 and PfHsp40 yeast -0.4.
For COCCCN=C1NN=C(c2cc(C)n(Cc3ccccc3Cl)c2C)CS1 the results were BoNT-F LC inh -11, GDH-TPI counter 6, FBA Mtb inh 2, FadD28 binding -2.4, BoNT-A LC inh2 4.2, UGM FP inh -0.6, Anthrax LF prot 3 and PfHsp40 yeast 0.1.
Cc1ccc2nc(-c3ccc(NC(=O)CN(c4ccccc4C)S(C)(=O)=O)cc3)sc2c1 was read as BoNT-F LC inh -5, GDH-TPI counter 12, FBA Mtb inh 90*, FadD28 binding -0.6, BoNT-A LC inh2 0.8, UGM FP inh -1.2, Anthrax LF prot -1 and PfHsp40 yeast 1.2.
`CC1CCN(C(=O)COC(=O)CCC(=O)c2cccs2)CC1` gave BoNT-F LC inh 1, GDH-TPI counter 1, Mtb BioA inh -0.2, FBA Mtb inh -2, FadD28 binding -0.6, BoNT-A LC inh2 1.8, Anthrax LF prot 3 and PfHsp40 yeast 0.0.
For C#CCn1c(=NC(=O)c2ccccc2[N+](=O)[O-])sc2cc(S(C)(=O)=O)ccc21 the results were BoNT-F LC inh -17, GDH-TPI counter 11, FBA Mtb inh 3, FadD28 binding -0.1, BoNT-A LC inh2 -3.1, UGM FP inh 1.7, Anthrax LF prot 3 and PfHsp40 yeast -2.5.
Screening Cc1ccc(CNC(=O)CSc2nc3ccccc3c(=O)n2CCCO)cc1 returned BoNT-F LC inh -6, GDH-TPI counter 6, Mtb BioA inh 1.2, FBA Mtb inh 2, FadD28 binding -3.1, BoNT-A LC inh2 -0.3, UGM FP inh 3.8, Anthrax LF prot -1 and PfHsp40 yeast 0.0.
For Cc1ccccc1C(=O)N/N=C/c1ccc([N+](=O)[O-])s1 the results were BoNT-F LC inh -9, GDH-TPI counter 28, Mtb BioA inh -0.9, FBA Mtb inh -4, FadD28 binding -2.3, BoNT-A LC inh2 1.0, UGM FP inh -0.8, Anthrax LF prot -2 and PfHsp40 yeast 11.
Screening CC(=O)c1c(C)[nH]c(C(=O)Nc2cccc3ccccc23)c1C returned BoNT-F LC inh 0, GDH-TPI counter 5, Mtb BioA inh 0.1, FBA Mtb inh 3, FadD28 binding 0.3, BoNT-A LC inh2 -1.1, UGM FP inh 0.9, Anthrax LF prot -2 and PfHsp40 yeast -1.9.
For CCOC(=O)N1CCN(C(=O)C2CCCN(c3ncnc4c3sc3cccc(F)c34)C2)CC1 (configuration not stated) the results were BoNT-F LC inh 1, GDH-TPI counter 8, FBA Mtb inh -3, FadD28 binding -2.4, BoNT-A LC inh2 -0.3, Anthrax LF prot -3 and PfHsp40 yeast 0.0.
`CCOCCn1c(=O)c2c(nc3n2CC(C)CN3CCc2ccccc2)n(C)c1=O` (configuration not stated) gave BoNT-F LC inh 1, GDH-TPI counter 6, Mtb BioA inh 1.5, FBA Mtb inh 2, FadD28 binding -1.0, BoNT-A LC inh2 1.9, UGM FP inh 5.5, Anthrax LF prot -1 and PfHsp40 yeast -1.6.
CSc1cccc(NC(=S)NC(=O)c2cccnc2)c1 was read as BoNT-F LC inh -4, GDH-TPI counter 3, Mtb BioA inh -2.2, FBA Mtb inh 1, FadD28 binding 0.0, BoNT-A LC inh2 -3.0, UGM FP inh 2.6, Anthrax LF prot -2 and PfHsp40 yeast 1.5.

2 records picked at random from those above:
Cc1ccc(/C=N/NC(=O)c2cccs2)cc1[N+](=O)[O-] was read as BoNT-F LC inh 20, GDH-TPI counter 12, Mtb BioA inh -1.3, FBA Mtb inh 3, FadD28 binding -1.4, BoNT-A LC inh2 1.1, UGM FP inh 2.3, Anthrax LF prot 9 and PfHsp40 yeast -0.8.
For COCCCN=C1NN=C(c2cc(C)n(Cc3ccccc3Cl)c2C)CS1 the results were BoNT-F LC inh -11, GDH-TPI counter 6, FBA Mtb inh 2, FadD28 binding -2.4, BoNT-A LC inh2 4.2, UGM FP inh -0.6, Anthrax LF prot 3 and PfHsp40 yeast 0.1.

(cont.)
For Cc1cc(NC(=O)CSCC(=O)Nc2ccccc2Oc2ccccc2)no1 the results were BoNT-F LC inh 6, GDH-TPI counter -6, FBA Mtb inh 2, FadD28 binding -1.0, BoNT-A LC inh2 2.3, UGM FP inh 0.1, Anthrax LF prot -4 and PfHsp40 yeast 0.1.
`Cn1c(=O)[nH]c(=O)c2c1nc(NC1CCCCC1)n2Cc1ccccc1` gave BoNT-F LC inh inconclusive, GDH-TPI counter 6, Mtb BioA inh 2.7, FBA Mtb inh 0, FadD28 binding 1.1, BoNT-A LC inh2 -0.7, UGM FP inh 1.7, Anthrax LF prot -3 and PfHsp40 yeast 0.1.
Nc1nonc1-n1nnc(C(=O)N/N=C/c2ccccc2F)c1-c1cccs1 was read as BoNT-F LC inh -3, GDH-TPI counter 9, Mtb BioA inh -2.3, FBA Mtb inh -2, FadD28 binding -5.4, BoNT-A LC inh2 -0.6, UGM FP inh 0.9, Anthrax LF prot -3 and PfHsp40 yeast -0.4.
For CCOc1ccc(/C=C2\CCC(C3CCCC3)C2=O)cc1 (configuration not stated) the results were BoNT-F LC inh 16, GDH-TPI counter 1, Mtb BioA inh 0.0, FBA Mtb inh 2, FadD28 binding 1.6, BoNT-A LC inh2 -0.1, UGM FP inh -1.0 and Anthrax LF prot 13.
Screening CCOc1ccc(S(=O)(=O)Nc2cccc(OC)c2)cc1 returned BoNT-F LC inh -3, GDH-TPI counter 13, Mtb BioA inh 0.1, FBA Mtb inh 1, FadD28 binding 1.0, BoNT-A LC inh2 0.2, UGM FP inh 4.3, Anthrax LF prot -5 and PfHsp40 yeast -0.3.
For COc1ccccc1CNC(=S)NCCc1ccccc1 the results were BoNT-F LC inh 2, GDH-TPI counter -2, Mtb BioA inh 1.8, FBA Mtb inh 1, FadD28 binding -0.7, BoNT-A LC inh2 -0.8, UGM FP inh -3.4, Anthrax LF prot 0 and PfHsp40 yeast 1.5.
`COCCNC(=O)Cn1cnc([N+](=O)[O-])n1` gave BoNT-F LC inh -1, GDH-TPI counter 4, Mtb BioA inh 0.8, FBA Mtb inh -3, FadD28 binding -0.9, BoNT-A LC inh2 -0.5, UGM FP inh 0.8, Anthrax LF prot 1 and PfHsp40 yeast -0.8.
Screening Cc1[nH]n2cnnc2c(=O)c1Br returned BoNT-F LC inh -4, GDH-TPI counter 9, FBA Mtb inh 0, FadD28 binding -1.2, BoNT-A LC inh2 0.4, UGM FP inh 4.1, Anthrax LF prot -10 and PfHsp40 yeast 3.3.
Screening CCOc1ccccc1NC(=O)N1CCC(NC(=O)c2cccc(C)c2)CC1 returned BoNT-F LC inh -6, GDH-TPI counter -5, FBA Mtb inh -3, FadD28 binding -3.0, BoNT-A LC inh2 -0.4, UGM FP inh -1.0, Anthrax LF prot -2 and PfHsp40 yeast -1.1.
For CC(C)C(NS(=O)(=O)c1cccc2nsnc12)C(=O)NCc1ccc2c(c1)OCO2 (configuration not stated) the results were BoNT-F LC inh 1, GDH-TPI counter -4, Mtb BioA inh -0.4, FBA Mtb inh -4, FadD28 binding 0.0, BoNT-A LC inh2 -0.3, UGM FP inh 1.2, Anthrax LF prot 4 and PfHsp40 yeast -0.1.
For O=C(Nc1scc(-c2cccs2)c1C(=O)O)c1cccs1 the results were BoNT-F LC inh -3, GDH-TPI counter 30, Mtb BioA inh -1.0, FBA Mtb inh 1, FadD28 binding 4.0, BoNT-A LC inh2 -0.4, UGM FP inh 1.6, Anthrax LF prot 6 and PfHsp40 yeast -1.1.
`CC1CCN(C(c2ccc(N(C)C)cc2)c2nnnn2Cc2ccccc2)CC1` (configuration not stated) gave BoNT-F LC inh 8, GDH-TPI counter -4, Mtb BioA inh -0.6, FBA Mtb inh 1, FadD28 binding -0.9, BoNT-A LC inh2 -0.3, UGM FP inh 1.1, Anthrax LF prot -7 and PfHsp40 yeast -1.6.
`CC(=O)Oc1ccc2nc(/C=C/c3ccccc3)oc(=O)c2c1` gave BoNT-F LC inh inconclusive, GDH-TPI counter 17, Mtb BioA inh -3.9, FBA Mtb inh -4, FadD28 binding -1.4, BoNT-A LC inh2 5.0, UGM FP inh 0.9, Anthrax LF prot 4 and PfHsp40 yeast -0.8.
Screening c1ccc(-c2cnc(-c3ccccc3)nc2)cc1 returned BoNT-F LC inh 12, GDH-TPI counter 5, Mtb BioA inh -2.9, FBA Mtb inh 3, FadD28 binding 0.8, BoNT-A LC inh2 inconclusive, UGM FP inh 0.5, Anthrax LF prot 5 and PfHsp40 yeast -1.2.
Screening CCC(=NCc1ccc2c(c1)OCO2)c1c(O)n(C2CCCCC2)c(=O)[nH]c1=O returned BoNT-F LC inh -4, GDH-TPI counter 4, Mtb BioA inh 0.8, FBA Mtb inh -1, FadD28 binding -4.7, BoNT-A LC inh2 -1.0, UGM FP inh -2.2, Anthrax LF prot -1 and PfHsp40 yeast 1.9.
`COc1cc(/C=C(\C#N)C(=O)N2CCc3ccccc32)ccc1O` gave BoNT-F LC inh 2, GDH-TPI counter 10, Mtb BioA inh -0.7, FBA Mtb inh -3, FadD28 binding -0.8, BoNT-A LC inh2 -0.8, UGM FP inh 5.1, Anthrax LF prot -4 and PfHsp40 yeast -1.0.
